# aDG glyco up: alpha-DG glycosylation activation; Pro5-aDG cells, alpha-DG glycosylation AlphaScreen (IIH6); 0% Pro5, 100% B10-LARGE cell signal; activation, % at 10 µM; actives 0.22% (n = 360,000);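 active = activation of at least 8% versus controls, or a plate z-score of at least 8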;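 also: Pro5 are CHO cells carrying HIG-tagged alpha-DG that lacks glycosylation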
# HIF-2a inh: HIF-2a inhibition; 786-0 RCC cells HIF-2a reporter, luciferase luminescence, overnight; actives 0.72% (n = 360,000); inhibition, % at 18.8 µM;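 active = inhibition of the luminescence signal of 40% or more relative to plate controls, in a single-dose primary screen at 18.75 µM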
# Vif inh: blocks HIV Vif function; HEK293T cells, Vif self-association by quenched fluorescence, imaging, 24 h; inhibition, % at 7.49 µM; actives 0.35% (n = 340,000); in the data active = inhibition above about 50%, passing the limit was not always enough; inconclusive = no clear call, values can overlap the other calls; inactive = below about 31%; also: some results filed as inactive read as strong as hits
# Peg3 prom inh: reduces Peg3 promoter-driven luciferase expression in HeLa. HeLa PEG-Prom luciferase reporter, luminescence, overnight. actives 1.7% (n = 360,000). inhibition, % at 20 µM;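 active = inhibition of at least 50% at 20 µM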
# Granule exo inh: blocks lytic granule exocytosis. inhibition, % at 10 µM. TALL-104 LAMP-1 surface exposure, flow cytometry; cells stimulated with thapsigargin and PMA. actives 0.66% (n = 360,000). AID 651702;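 active = inhibition above about 55%, limit read from the data; inconclusive = no clear call, values can overlap the other calls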
# MITF TRPM1 inh: inhibitors of MITF-driven TRPM1 promoter in melanoma cells; SK-MEL-5 TRPM1 promoter luciferase, 24 h; actives 0.83% (n = 330,000); inhibition, % at 12.5 µM;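 active = mean inhibition across replicates of 60% or more, whatever share of single replicates reaches that level; inconclusive = some that reach 60%, reason not given; inactive = mean inhibition across replicates below 60%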; also: values of inactives mirror those of a sister screen read the other way
# iPSC survival up: increases survival of single human iPS cells; hiPSC single-cell survival, ATPlite luminescence; 100% = ROCK inhibitor wells, 0% = DMSO; survival enhancement, % at 20 µM; actives 0.044% (n = 360,000); AID 602274; in the data active = survival enhancement above about 18%;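 also: cells exposed to compounds for 16 hours before the ATP read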
# CaV13 FRET inh: Primary screen for inhibitors of IQ motif and Ca2+-dependent inactivation inhibitor domain binding in CACNA1D, Förster resonance energy transfer in living cells, …; inhibition, % at 12.3 µM; actives 0.098% (n = 340,000); HEK cells, CFP/YFP FRET ICDI-IQ, plate reader, 10 min; percent FRET-ratio fall versus neutral wells; AID 743397;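 active = mean replicate inhibition of at least 30% and at least 1% of replicates passing that level; inconclusive = only one of the two criteria is met; inactive = neither criterion is met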;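 also: 0% = median of the neutral control wells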
# NR2E3 ag-1: agonists of human nuclear receptor NR2E3. GST-NR2E3/biotin-RetCOR TR-FRET, 1536-well. inhibition of corepressor binding, % at 4.78 µM. actives 0.12% (n = 320,000). AID 2300;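 active = percent inhibition above the cutoff of mean plus 3 SD of all tested compounds, set per screening campaign, cut at about 20% in these data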;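 also: 0% = DMSO wells and 100% = biotin wells as full block of FRET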
# Target sequence (Q9Y5X4 whole entry, looked up): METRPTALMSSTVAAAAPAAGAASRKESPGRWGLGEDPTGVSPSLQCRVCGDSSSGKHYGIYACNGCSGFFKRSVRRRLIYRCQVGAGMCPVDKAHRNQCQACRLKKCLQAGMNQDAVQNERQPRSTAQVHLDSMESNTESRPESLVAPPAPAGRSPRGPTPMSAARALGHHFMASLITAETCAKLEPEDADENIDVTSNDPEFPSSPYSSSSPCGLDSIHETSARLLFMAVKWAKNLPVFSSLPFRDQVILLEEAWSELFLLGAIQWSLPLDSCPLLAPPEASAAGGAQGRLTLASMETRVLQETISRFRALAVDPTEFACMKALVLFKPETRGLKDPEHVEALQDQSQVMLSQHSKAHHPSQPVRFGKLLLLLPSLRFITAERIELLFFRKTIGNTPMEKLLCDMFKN
#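 Material – GST-tagged NR2E3 plus biotinylated RetCOR corepressor · Quantity – NR2E3 fusion 1.35 nM · Times – 5 h incubation at 4 °C · Medium – pH 7.5 Tris-based buffer · Technique – TR-FRET, Eu(K)-anti-GST donor, streptavidin-D2 acceptor, ex 340, em 617/671 nm · Benchmarks – high control biotin, low control 0.6% DMSO · Format – 1536-well plates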
# PDI turbidity: PDI (human) enzyme inhibition; actives 0.052% (n = 350,000); P07237; inhibition, % at 10 µM; PDI insulin aggregation turbidity, A650, 90 min;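 active = mean inhibition across replicates of 30% or more, whatever share of single replicates reach that level; inconclusive = mean inhibition below 30% while every single replicate reaches 30%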;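 also: absorbance from insulin aggregation driven by PDI reduction with DTT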
# Target sequence (P07237 whole entry, looked up): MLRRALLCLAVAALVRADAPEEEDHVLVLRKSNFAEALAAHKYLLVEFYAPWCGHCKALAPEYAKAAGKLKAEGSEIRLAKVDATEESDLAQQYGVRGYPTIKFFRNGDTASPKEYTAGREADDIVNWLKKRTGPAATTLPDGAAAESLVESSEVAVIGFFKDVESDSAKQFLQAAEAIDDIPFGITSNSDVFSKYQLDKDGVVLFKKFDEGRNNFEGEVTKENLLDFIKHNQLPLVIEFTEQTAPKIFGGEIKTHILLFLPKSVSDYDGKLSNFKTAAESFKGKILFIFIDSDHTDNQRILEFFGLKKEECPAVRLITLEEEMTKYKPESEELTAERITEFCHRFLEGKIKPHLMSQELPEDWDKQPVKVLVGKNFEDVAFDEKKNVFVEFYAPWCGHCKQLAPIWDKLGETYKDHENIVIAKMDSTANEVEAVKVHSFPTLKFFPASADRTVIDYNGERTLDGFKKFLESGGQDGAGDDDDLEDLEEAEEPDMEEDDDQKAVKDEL
# NR2E3 ag-2: human photoreceptor-specific nuclear receptor agonism; Q9Y5X4; CHO-S Gal4-NCOR/VP16-NR2E3 two-hybrid, luciferase; inhibition of corepressor binding, % at 3.98 µM; actives 0.35% (n = 360,000); AID 602229;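 active = inhibition above the mean of all tested compounds plus 3 SD, cut at about 70% in these data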;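 also: 0% = DMSO with NR2E3 transfected cells and 100% = cells lacking NR2E3 construct; higher means lower luciferase signal from less NR2E3 corepressor binding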
# * = called active by the depositor; ? = inconclusive; nt = not tested or not shown.
SMILES,aDG glyco up,HIF-2a inh,Vif inh,Peg3 prom inh,Granule exo inh,MITF TRPM1 inh,iPSC survival up,CaV13 FRET inh,NR2E3 ag-1,PDI turbidity,NR2E3 ag-2
CCCCc1nnc(SCC(=O)Nc2nccs2)n1CC,-0.3,-1,0,-2,-3,-2,0.3,-2,0,11,-6
CC(Sc1nnc(-c2ccco2)n1C)C(=O)N(C)C1CCCCC1 (stereo not given),0.2,-9,-11,10,-1,5,0.2,-3,3,-1,-33
Clc1c(-c2nnc3n2CCC3)sc2ccccc12,0.5,-87,-2,-70,-4,-12,6.5,-5,1,11,1
COc1ccc(CNC(=O)C(OC(=O)c2ccco2)c2ccc(OC)cc2)cc1 (stereo not given),-0.4,7,1,1,-3,-4,1.4,-8,1,15,-14
CCOC(=O)N1CCN(S(=O)(=O)c2cc([N+](=O)[O-])ccc2C)CC1,-0.2,9,0,14,-1,7,-0.3,-4,1,5,-7
CNC(=O)C1CCCN1S(=O)(=O)c1ccc(OC)cc1 (stereo not given),0.0,15,14,-2,-1,-3,-0.1,-5,2,3,-15
O/N=C(\c1ccc(Cl)cc1Cl)c1ncc(C(F)(F)F)cc1Cl,0.1,16,4,57*,-1,-7,-2.3,-5,1,2,5
COc1ccc(CN(C)CCCn2cnc3c(OCc4ccccc4)ncnc32)cc1OC,0.2,-2,-1,-16,-4,5,1.4,-6,nt,-1,1
Nc1ncnc2c1ncn2[C@@H]1O[C@H](COS(=O)(=O)O)[C@@H](O)[C@H]1O,0.3,6,1,-5,4,9,-1.0,-10,1,2,-12
CC1(C)OC(=O)C2(Cc3ccccc3N3CCCCC32)C(=O)O1 (stereo not given),0.0,10,3,-1,1,13,-2.0,-5,1,0,12
COc1ccc2c(c1)C(NC(C)=O)C(=O)N2CCc1ccccc1 (stereo not given),0.1,16,-1,-1,-1,-6,-0.7,-6,0,3,-7
COC(=O)c1c(NC(=S)Nc2ccc(CC(=O)O)cc2)sc(C)c1C,-0.1,5,11,11,-8,-4,-1.4,-6,16,-8,-46
C1CN(c2nc3nonc3nc2N2CCSCC2)CCO1,-0.1,21,nt,6,-5,-7,-0.7,-2,-2,7,-9
COc1ccc(CNC(C)(C)C)cc1Cl,-0.2,7,-2,7,-1,12,1.8,-7,1,-3,2
CCCCOC(=O)Nc1ccccc1C(=O)OC,0.3,9,1,-2,2,-2,-2.9,-7,0,3,-13
COc1ccc(C(=O)OCC(=O)NC2CCCC2)cc1OC,0.0,14,14,10,-10,-10,2.8,-5,0,2,6
Cc1c(Cl)cccc1N1C(=O)C(N2C(=O)c3cccc([N+](=O)[O-])c3C2=O)C1c1cccs1 (stereo not given),0.2,23,-19,30,4,-14,-1.7,nt,3,7,-10
COc1ccc(-c2sc3ccccc3c2C#CCO)cc1,0.5,-48,-6,-60,-1,10,-1.6,-10,4,1,13
COc1ccccc1Oc1cn[nH]c1-c1ccc(OCC(=O)NN)cc1O,-0.3,13,-11,11,18,nt,-0.3,-22,-2,-1,-41
O=C(CSc1nnc(C2CC2)n1Cc1ccccc1)N1CCN(S(=O)(=O)c2ccccc2)CC1,-0.1,14,11,8,-1,1,-1.9,-5,-1,-2,-17
Cc1cc(C(F)(F)F)c(C#N)c(=O)[nH]1,-0.1,3,6,1,2,11,-2.2,-3,-1,-3,6
CC1(C)C(=O)N(OCc2ccccc2)C(C)(C)C(=O)N1OCc1ccccc1,0.3,19,-4,28,-3,2,2.7,nt,3,2,10
COCC(=O)Nc1ccc(S(=O)(=O)Nc2ccccn2)cc1,0.8,6,3,0,-3,4,-0.6,-5,-3,-2,6
CCCC(=O)Nc1ccccc1NC(=O)c1ccc2c(c1)OCO2,-0.1,8,1,6,-4,3,-0.4,-2,-2,-5,-19
CC(CCO)Nc1nc2c(c(=O)n(C)c(=O)n2C)n1Cc1cccc(Br)c1 (stereo not given),-0.2,-3,nt,15,-3,0,1.5,-11,4,8,-16
Cc1ccc(/C=N/NC(=O)c2nnn(-c3nonc3N)c2C(C)C)o1,0.1,-17,5,4,-2,3,1.6,-6,5,-1,-19
CCOc1ccc(CCNC(=O)CCS(=O)(=O)c2ccc(Cl)cc2)cc1OCC,0.0,16,31,21,-2,3,-0.3,nt,-3,1,-13
CCCOc1ccccc1N1C(=O)CC(N2CCOCC2)C1=O (stereo not given),0.1,-4,-6,-43,-1,11,0.0,nt,2,-4,-3
COc1ccc(CCNC(=O)COC(=O)Cc2ccccc2F)cc1,-0.3,5,21,-22,-1,5,1.3,-7,nt,0,19
Cc1ccc(-c2nnn(CC(=O)N(c3ccccc3)C(C(=O)NC(C)(C)C)c3cccs3)n2)o1 (stereo not given),-0.2,19,nt,15,-2,5,-0.1,nt,3,7,-25

# Two records picked at random from the list so far, as already listed:
SMILES,aDG glyco up,HIF-2a inh,Vif inh,Peg3 prom inh,Granule exo inh,MITF TRPM1 inh,iPSC survival up,CaV13 FRET inh,NR2E3 ag-1,PDI turbidity,NR2E3 ag-2
COCC(=O)Nc1ccc(S(=O)(=O)Nc2ccccn2)cc1,0.8,6,3,0,-3,4,-0.6,-5,-3,-2,6
CC(CCO)Nc1nc2c(c(=O)n(C)c(=O)n2C)n1Cc1cccc(Br)c1 (stereo not given),-0.2,-3,nt,15,-3,0,1.5,-11,4,8,-16

# Further structures follow:
SMILES,aDG glyco up,HIF-2a inh,Vif inh,Peg3 prom inh,Granule exo inh,MITF TRPM1 inh,iPSC survival up,CaV13 FRET inh,NR2E3 ag-1,PDI turbidity,NR2E3 ag-2
CCCC1NC(=O)c2cccnc2-n2c1nc1ccc(OC)cc1c2=O (stereo not given),-0.2,-10,-11,12,-3,nt,-3.3,-10,nt,-10,-34
Cc1ccc(CN2CCN(Cc3ccccc3-c3ccco3)CC2CCO)o1 (stereo not given),0.0,17,-4,5,1,5,0.0,-2,-2,2,-1
CN1C(=O)/C(=C\c2ccccc2F)Sc2ccc(C(=O)NC3CCN(Cc4ccccc4)CC3)cc21,4.3,17,7,58*,27,29,-0.4,-15,1,-4,5
CCOC(=O)C1=C(c2cccc(F)c2)NC(=S)NC1C (stereo not given),0.0,6,1,6,-1,2,-1.0,-5,-1,1,-2
CCOC(=O)c1ccc(Nc2ccc(-c3ccc(OC)c(OC)c3)nn2)cc1,-0.2,-4,-9,17,-2,-10,5.0,-11,-2,-8,7
O=C(OCc1ccccc1)N1CCC2CC1c1cc(N3CCN(S(=O)(=O)c4cccc(C(F)(F)F)c4)CC3)ccc12 (stereo not given),0.5,-28,nt,-4,-2,nt,-1.7,-6,nt,-8,-26
COc1ccccc1CCNC(=O)c1cc(C2CC2)nc2c1cnn2C(C)C,0.2,30,-8,23,4,-7,0.1,-2,nt,-1,-3
Cc1ccc(C)c(N=C2CCCN2Cc2ccccc2)c1C#N,0.0,7,-3,34,-4,2,-2.7,-5,1,3,-4
O=C1NC(=O)/C(=C\c2cn(Cc3ccccc3F)c3ccccc23)N1,-0.2,9,0,12,-2,13,4.5,-6,0,-3,-3
COc1cccc(-c2nnc(-c3ccc(C(F)(F)F)cc3)o2)c1,-0.2,-271,-2,-258,-2,-61,0.1,-6,2,7,-100
Cc1cc(C)cc(-n2ncc3c2CCCC3NC(=O)c2ccccc2)c1 (stereo not given),0.8,-3,-5,-3,-4,nt,-2.6,-5,nt,-18,-25
Cc1nc(SCC(=O)Nc2cc(C)on2)c2c3c(sc2n1)CCCC3,0.1,11,11,-1,-4,7,-1.8,nt,1,14,-5
COc1cc(C2CC(=O)Oc3cc4c(cc32)OCO4)cc(OC)c1OC (stereo not given),-0.2,9,5,-3,0,-10,1.8,-6,nt,-7,13
COc1ccccc1C1=NOC(C)(c2nnc(-c3cccc(Cl)c3)o2)C1 (stereo not given),-0.2,-26,nt,-6,25,-8,2.2,-4,3,-2,-2
Cc1cc(C(F)(F)F)cc(NNC(=O)NC(=O)c2ccc(Cl)cc2)n1,0.2,13,-5,5,1,10,-0.2,-4,2,-6,-3
CNC(=O)COC(=O)c1ccc2c(c1)S(=O)(=O)c1ccccc1C2=O,0.0,11,?,14,-3,nt,-0.3,-3,-1,-3,-9
Cc1cc(Cl)ccc1OCCCC(=O)Nc1cccnc1,-0.2,5,-7,-1,2,-13,0.5,1,2,-3,-4
COc1ccc(CCNC(=O)c2cc(-c3ccccc3)c(N3CCOCC3)s2)c(OC)c1OC,-0.4,8,-5,21,6,-9,0.2,-7,2,7,8
COc1cc2c(cc1NC(=O)C(C)N1CCN(S(=O)(=O)c3ccccc3[N+](=O)[O-])CC1)oc1ccccc12 (stereo not given),-0.1,-24,-12,-18,2,18,-1.2,-3,0,0,0
Cc1ccc(C(C(=O)NCCc2ccccc2)N(C(=O)c2csnn2)C2CC2)cc1 (stereo not given),0.1,14,2,2,6,-2,0.6,-4,3,6,-38
Cc1c(Cl)c(C(=O)NC2C3CC4CC(C3)CC2C4)nn1C (stereo not given),-0.1,3,1,-5,-2,-4,8.0,-6,2,-2,1

# Among those listed so far, these contain fluorine:
SMILES,aDG glyco up,HIF-2a inh,Vif inh,Peg3 prom inh,Granule exo inh,MITF TRPM1 inh,iPSC survival up,CaV13 FRET inh,NR2E3 ag-1,PDI turbidity,NR2E3 ag-2
O/N=C(\c1ccc(Cl)cc1Cl)c1ncc(C(F)(F)F)cc1Cl,0.1,16,4,57*,-1,-7,-2.3,-5,1,2,5
Cc1cc(C(F)(F)F)c(C#N)c(=O)[nH]1,-0.1,3,6,1,2,11,-2.2,-3,-1,-3,6
COc1ccc(CCNC(=O)COC(=O)Cc2ccccc2F)cc1,-0.3,5,21,-22,-1,5,1.3,-7,nt,0,19
CN1C(=O)/C(=C\c2ccccc2F)Sc2ccc(C(=O)NC3CCN(Cc4ccccc4)CC3)cc21,4.3,17,7,58*,27,29,-0.4,-15,1,-4,5
CCOC(=O)C1=C(c2cccc(F)c2)NC(=S)NC1C (stereo not given),0.0,6,1,6,-1,2,-1.0,-5,-1,1,-2
O=C(OCc1ccccc1)N1CCC2CC1c1cc(N3CCN(S(=O)(=O)c4cccc(C(F)(F)F)c4)CC3)ccc12 (stereo not given),0.5,-28,nt,-4,-2,nt,-1.7,-6,nt,-8,-26
O=C1NC(=O)/C(=C\c2cn(Cc3ccccc3F)c3ccccc23)N1,-0.2,9,0,12,-2,13,4.5,-6,0,-3,-3
COc1cccc(-c2nnc(-c3ccc(C(F)(F)F)cc3)o2)c1,-0.2,-271,-2,-258,-2,-61,0.1,-6,2,7,-100
Cc1cc(C(F)(F)F)cc(NNC(=O)NC(=O)c2ccc(Cl)cc2)n1,0.2,13,-5,5,1,10,-0.2,-4,2,-6,-3

# Screening results deposited in PubChem by several laboratories.
